Screens as filed in PubChem.
p-CIP stab down: p/CIP protein destabilization. F442A p/CIP-EGFP cells, EGFP fluorescence, 16 h. decrease of EGFP signal, % at 10 µM. 290,000 compounds, 0.01% hits. AID 1984;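 active means EGFP signal decrease of at least 30% at 10 µM or well 3 SD below plate mean, unless failing retest; inactive means the rest, including hits failing retest or dose response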; further: some compounds called inactive have numbers as strong as hits; many of its hits are not listed in these tables
PHOSPHO1 inh: blocks human PHOSPHO1 phosphatase activity; Q8TCT1; recombinant PHOSPHO1, absorbance phosphatase assay; inhibition, % at 13.3 µM; 290,000 compounds, 1.1% hits; in the data active means inhibition above about 60%
SUMO HTRF inh: SUMOylation inhibition; HTRF SUMOylation assay, SAE1/SAE2 + UBC9, in vitro; 290,000 compounds, 0.36% hits; inhibition, % at 35 µM; P63279; AID 2006; in the data active means inhibition above about 50%, passing the limit was not always enough; further: strong numbers were not always called active
DNA FID counter: displaces DNA intercalator in HCV helicase counter-screen. DNA fluorescent intercalator displacement, fluorescence. inhibition, % at 7.9 µM. 290,000 compounds, 0.17% hits. AID 1845; in the data active means inhibition above about 37%;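 further: 0% = vehicle and 100% = reference compound; higher means more ethidium bromide displaced from hairpin DNA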
MEKK3 PB1 HTS: MEKK3-MEK5 PB1 interaction, increase or decrease | 290,000 compounds, 1.4% hits | binding response (% of control), % at 10 µM | bead-based flow cytometry, Alexa488-MEK5 binding to MEKK3; actives lie on both sides; 0 = blocked by unlabeled MEK5, 100 = vehicle | Q99759;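 active means binding response more than 3 SD above or below the average of its plate-row segment, actives on both sides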;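 further: Alexa488 bead fluorescence after subtracting the streptavidin-only scavenger bead signal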
NS3 helicase inh: blocks Hepatitis C virus NS3 helicase unwinding; NS3 helicase DNA unwinding, Cy5 molecular beacon fluorescence; inhibition, % at 10.9 µM; 290,000 compounds, 0.56% hits;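 active means inhibition above the mean of all tested compounds plus 3 SD, set per campaign, cut at about 35% in these data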;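 further: 0% = DMSO wells and 100% = thioflavine S control wells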
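System: NS3 helicase fragment of HCV / Schedule: 1 h at 25 °C / Control set: DMSO alone as 0% and 110 µM thioflavine S as 100% / Reagent: Cy5/quencher beacon DNA duplex and ATP to start / Technique: Cy5 fluorescence / Replication: singlicate / Evaluation: % inhibition of end-to-start signal ratio versus controls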
IDE act: activators of human insulin-degrading enzyme in cells; P14735; HEK cells, FAbeta-B cleavage, fluorescence polarization; 0% vehicle, 100% cell-free pure enzyme wells; activation, % at 5.96 µM; 340,000 compounds, 0.073% hits;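 active means activation above the mean of all tested compounds plus 3 SD, set per screening campaign, cut at about 17% in these data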
Target sequence (P14735 whole entry, looked up): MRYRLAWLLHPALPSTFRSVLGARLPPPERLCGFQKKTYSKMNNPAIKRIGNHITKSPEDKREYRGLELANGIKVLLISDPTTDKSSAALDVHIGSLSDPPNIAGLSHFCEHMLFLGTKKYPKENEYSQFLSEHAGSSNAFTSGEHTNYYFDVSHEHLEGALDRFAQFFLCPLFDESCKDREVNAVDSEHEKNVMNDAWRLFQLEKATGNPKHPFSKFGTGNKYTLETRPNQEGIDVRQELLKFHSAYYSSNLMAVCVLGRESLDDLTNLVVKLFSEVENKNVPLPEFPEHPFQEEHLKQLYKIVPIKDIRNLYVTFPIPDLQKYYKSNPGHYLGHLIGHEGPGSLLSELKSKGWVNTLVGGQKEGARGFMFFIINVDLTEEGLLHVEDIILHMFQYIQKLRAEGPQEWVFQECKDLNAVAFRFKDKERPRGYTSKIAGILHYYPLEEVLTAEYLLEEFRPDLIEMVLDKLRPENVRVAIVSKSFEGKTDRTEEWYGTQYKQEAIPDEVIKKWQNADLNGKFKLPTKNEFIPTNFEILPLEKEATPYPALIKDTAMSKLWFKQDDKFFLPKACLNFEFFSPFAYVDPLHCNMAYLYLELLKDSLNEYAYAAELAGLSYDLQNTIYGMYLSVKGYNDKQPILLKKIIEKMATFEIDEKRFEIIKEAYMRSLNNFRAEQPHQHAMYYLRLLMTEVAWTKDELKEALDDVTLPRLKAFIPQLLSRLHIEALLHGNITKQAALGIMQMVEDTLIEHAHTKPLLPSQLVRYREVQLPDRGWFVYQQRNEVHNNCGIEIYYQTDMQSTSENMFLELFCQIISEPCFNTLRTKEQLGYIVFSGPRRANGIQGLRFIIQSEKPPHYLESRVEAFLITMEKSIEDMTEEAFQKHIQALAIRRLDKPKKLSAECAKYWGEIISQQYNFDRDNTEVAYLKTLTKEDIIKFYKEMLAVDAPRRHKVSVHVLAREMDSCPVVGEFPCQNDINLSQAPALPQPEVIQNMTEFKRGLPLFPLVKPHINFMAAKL
IMP-1 inh: blocks Pseudomonas aeruginosa IMP-1 metallo-beta-lactamase | purified IMP-1, nitrocefin hydrolysis, epi-absorbance fluorescence | inhibition, % at 5.6 µM | 290,000 compounds, 0.45% hits;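 active means inhibition above the mean plus 3 SD of all compounds in the same screening run, cut at about 4.5% in these data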;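 further: 0% = IMP-1 with DMSO and 100% = DMSO wells lacking enzyme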
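System: purified recombinant IMP-1 beta-lactamase. Medium: Zinc- and detergent-supplemented HEPES buffer, pH 7.1. Compound: one 5.6 µM dose […]. Schedule: 15 min preincubation plus 25 min reaction at 25 °C. Technique: Epi-absorbance fluorescence, 480 nm excitation, 530 nm emission.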
VIM-2 inh: inhibitors of Pseudomonas aeruginosa VIM-2 metallo-beta-lactamase; purified VIM-2, nitrocefin hydrolysis, epi-absorbance fluorescence; inhibition, % at 5.6 µM; 290,000 compounds, 0.89% hits; AID 1527;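 active means inhibition above the mean of all tested compounds plus 3 SD, cutoff set per screening run, cut at about 7.5% in these data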;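 further: red hydrolysis product quenches plate fluorescence so inhibitors raise well fluorescence; 0% = enzyme with DMSO and 100% = DMSO without enzyme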
Numbers without * were called inactive; . = no result given.

SMILES	p-CIP stab down	PHOSPHO1 inh	SUMO HTRF inh	DNA FID counter	MEKK3 PB1 HTS	NS3 helicase inh	IDE act	IMP-1 inh	VIM-2 inh
COc1ccc(Br)cc1/C=N/n1c(COc2ccccc2)n[nH]c1=S	7	-3	18	-12	105	-14	0	-1.8	-4.0
CCC(c1c(C)[nH]oc1=O)c1c(C)[nH]oc1=O	-16	14	-15	1	88	0	0	-1.3	-0.4
CCC(Sc1ccc2nnc(-c3ccc(OC)c(OC)c3)n2n1)C(=O)O (stereo unspecified)	-5	60*	2	-26	89	-4	-4	0.1	2.4
CC1CC(NS(=O)(=O)c2cccs2)CC(C)(C)C1 (stereo unspecified)	-6	3	-13	-10	110	6	3	-3.1	0.4
CC1(C)Cc2c(cnn2-c2ccc(F)cc2)C(NC(=O)CCn2cncn2)C1 (stereo unspecified)	-3	37	1	-24	105	-1	1	-2.5	-2.9
O=C(CNC(=O)c1ccc(Br)cc1)NCc1cccnc1	2	-4	-16	-4	102	-5	1	-2.9	-1.6
COc1ccccc1CNCC(O)Cn1c2ccccc2c2ccccc21 (stereo unspecified)	-15	-28	12	23	90	-69	4	-2.8	0.0
O=C(Nc1ccc(S(=O)(=O)Nc2cnc3ccccc3n2)cc1)c1ccc([N+](=O)[O-])cc1Cl	-11	34	-3	-22	103	-2	4	-4.7	-3.2
COc1ccc(OC)c(S(=O)(=O)Nc2ccccc2F)c1	1	-7	1	-3	91	-1	3	-2.1	-0.1
O=C(COc1ccc2ccccc2c1)Nc1ccccc1C(=O)O	8	45	11	-37	102	9	-6	-3.3	-1.6
O=S(=O)(c1cccc(NC(=S)N2CCN(c3ccc(F)cc3)CC2)c1)C(F)F	5	-15	0	-5	99	-4	-6	-4.0	-2.6
O=C(Nc1ccccc1)N1CCc2scc[n+]2-c2ccccc21	8	16	2	6	89	1	-1	-0.4	-3.3
CCOc1ccc(NC(=O)CCCn2c(=S)[nH]c3ccsc3c2=O)cc1	1	-19	13	-10	97	7	0	-2.5	-4.9
CC(=O)c1cccc(NC(=S)N2c3ccccc3CC2C)c1 (stereo unspecified)	-7	27	11	-2	104	-10	2	-2.4	-3.5
CCn1c(=S)sc2c(=O)n(CC(=O)Nc3ccc(OC)cc3)c(C)nc21	6	32	-2	0	98	16	-2	-1.8	-1.7
CC(C)C(=O)c1cc2c(cc1NC(=O)Nc1cccc3ccccc13)OCCO2	-3	17	2	0	.	-4	.	-3.0	-2.6
O=C(Cn1cnc2sc(-c3ccccc3)cc2c1=O)NCCc1ccccc1	-1	0	31	-2	.	-12	-1	-2.2	-2.2
CCOC(=O)N1CCN(CC(=O)c2ccc3c(c2)CCN3C(C)=O)CC1	2	-2	14	-6	101	2	8	-5.7	-2.8
CCOCCCNC(=O)C(Cc1ccccc1)NS(=O)(=O)c1ccc2c(c1)c(=O)n(C)c(=O)n2C (stereo unspecified)	-15	-2	14	-21	97	2	4	-0.9	0.3
Cc1cc(C)c(S(=O)(=O)NCc2ccccn2)cc1C	-5	29	-5	-16	101	2	1	-4.7	-0.6
O=C(CN1CCN(S(=O)(=O)c2ccc(Cl)cc2)CC1)Nc1ccc2c(c1)CCC2	-6	-21	-10	-29	96	-21	-3	1.3	-1.4
O=C(Cc1coc2ccc3ccccc3c12)NCc1ccccc1	-8	-11	5	-8	93	-3	-1	-5.2	-4.7
CC(=O)NCCc1nc2cc(NC(=O)COc3cccc(C)c3)ccc2n1C	-11	17	-2	-18	99	-4	3	-1.4	-3.2
CCOC(=O)c1ccc(NC(=O)CN2CCN(c3ccccc3)CC2)cc1	10	-10	-15	-8	114	6	2	-2.0	-1.3
C=CCn1c(SCC(=O)Nc2cccnc2Cl)nnc1-c1ccccc1F	5	-7	10	-15	86	3	6	-1.7	-3.3
COc1ccc(CCn2c(=N)c(S(=O)(=O)c3ccccc3)cc3c(=O)n4ccccc4nc32)cc1	-1	8	6	-2	100	-1	5	-2.9	-3.5
COc1cc(C(=O)Nc2ccc(C)cc2)c(-n2cnnn2)cc1OC	7	52	21	0	102	-6	-2	-2.3	-0.5
COc1cccc(CNC(=O)CCS(=O)(=O)c2cccs2)c1	-14	41	-2	0	92	-1	0	-0.8	0.4
Cn1nc(C(F)(F)F)c(C#N)c1N1CCN(c2cccc(C(F)(F)F)c2)CC1	-3	-17	-10	-7	100	0	1	-3.7	-0.9
N#Cc1c(N)nc2c(c1-c1ccco1)CCCCC2	.	.	.	-9	82	4	3	0.1	-0.7
Cc1ccc(/C(N)=N/OC(=O)N2c3ccccc3Sc3ccccc32)cc1	.	.	.	12	99	14	2	-2.2	-1.2
O=C(COC(=O)c1cc(F)cc(F)c1)Nc1cccnc1Cl	20	-1	0	-6	105	1	3	-2.5	-2.1
COc1ccc(NC(C)=O)cc1S(=O)(=O)NC(Cc1ccccc1)C(=O)O (stereo unspecified)	-9	33	9	0	87	11	3	-3.6	-4.4
O=C(CO/N=C/c1cccc([N+](=O)[O-])c1)Nc1ccc2ccccc2c1	6	5	1	7	96	-3	-3	-3.3	-3.0
Cc1cccc(NC(=S)NC(=O)Cc2ccccc2)c1C	0	.	-10	-20	105	17	6	0.8	-1.3
CCSc1ccccc1C(=O)Nc1ccc(S(=O)(=O)NC(C)=O)cc1	6	39	12	-9	99	11	-7	-2.5	-1.0
O=[N+]([O-])c1cccc(S(=O)(=O)Nc2nc3ccccc3nc2Nc2cccc(S(=O)(=O)N3CCCCC3)c2)c1	-17	-2	.	-11	93	25	5	0.2	-1.4
O=S(=O)(NCc1ccccc1)c1ccc(S(=O)(=O)N2CCCC2)cc1	-12	3	21	-18	107	0	4	-3.6	-3.9
OC(CN1CCNCC1)Cn1c2ccccc2c2ccccc21 (stereo unspecified)	3	5	12	15	103	-62	7	-3.7	-3.2
C[C@@H]1CC=C[C@H]2[C@H]1C(=O)N(Cc1ccccc1)[C@H]2c1ccc(/C=C/c2ccccc2)cc1F	-6	9	4	.	108	.	4	.	.

Whole records, quoted from the list. Values in the order: p-CIP stab down	PHOSPHO1 inh	SUMO HTRF inh	DNA FID counter	MEKK3 PB1 HTS	NS3 helicase inh	IDE act	IMP-1 inh	VIM-2 inh
Shown for `O=C(CN1CCN(S(=O)(=O)c2ccc(Cl)cc2)CC1)Nc1ccc2c(c1)CCC2` = -6	-21	-10	-29	96	-21	-3	1.3	-1.4
Shown for `COc1cc(C(=O)Nc2ccc(C)cc2)c(-n2cnnn2)cc1OC` = 7	52	21	0	102	-6	-2	-2.3	-0.5
Shown for `Cc1ccc(/C(N)=N/OC(=O)N2c3ccccc3Sc3ccccc32)cc1` = .	.	.	12	99	14	2	-2.2	-1.2
Shown for `C[C@@H]1CC=C[C@H]2[C@H]1C(=O)N(Cc1ccccc1)[C@H]2c1ccc(/C=C/c2ccccc2)cc1F` = -6	9	4	.	108	.	4	.	.

Carrying on.
SMILES	p-CIP stab down	PHOSPHO1 inh	SUMO HTRF inh	DNA FID counter	MEKK3 PB1 HTS	NS3 helicase inh	IDE act	IMP-1 inh	VIM-2 inh
CCOC(=O)CCCC(=O)N1CCOCCOCCN(C(=O)CCCC(=O)OCC)CCOCCOCC1	-8	-15	5	-34	75	1	7	-2.5	-0.9
COc1cc(C(=O)OCC(C)=O)cc(NC(=O)c2ccco2)c1OC	-29	17	24	-3	107	10	1	-5.5	-3.2
CCCC(=O)NCCCc1nc2ccccc2n1C	-3	-2	6	0	104	9	3	-3.6	-1.4
CC(C)(C)NC(=O)c1cccc2c1C(=O)c1ccccc1-2	4	16	2	-9	104	4	1	-3.4	4.9
CCc1ccc(CNC(=O)C2CCN(S(=O)(=O)N3CC(C)CC(C)C3)CC2)cc1 (stereo unspecified)	-10	11	10	-24	99	-9	4	-1.8	-0.5
CCN1CCN(c2cc3c(cc2F)c(=O)c(C(=O)O)cn3C2CC2)CC1	0	-6	13	-1	111	3	3	-1.3	0.0
CCOc1ccc(NC(=O)Nc2ccc3c(c2)CCC3)cc1	-14	37	2	-13	103	3	-2	-2.1	-2.5
C=CCN(c1ccccc1)S(=O)(=O)c1cccc(C(=O)Oc2ccc3c(C)cc(=O)oc3c2)c1	-2	5	29	-3	116	-2	5	-3.6	-3.5
Cc1cc(NC(=O)CSc2nnc(-c3ccco3)o2)no1	0	-9	-16	4	98	9	3	-5.4	-2.7
O=C1c2ccccc2C(=O)N1CC(O)COc1ccc(Br)cc1 (stereo unspecified)	-10	19	3	-20	108	0	9	-3.9	-2.1
CC(C)(C)NCc1cc(Br)ccc1OCc1cccs1	-11	-2	1	12	99	-12	2	1.2	-1.5
COc1ccc(OC)c(S(=O)(=O)n2c([N+](=O)[O-])cnc2C)c1	-5	25	7	4	107	-6	5	-2.0	-2.0
COc1ccc(C2=CC(c3ccc(F)cc3)n3nnnc3N2)cc1 (stereo unspecified)	-10	-3	-8	-6	.	-4	-2	-3.6	-5.1
CCCCN1CNC(=S)N(Cc2ccccc2)C1	10	-1	4	-1	130*	9	3	-4.0	-2.1
O=c1[nH]c2ccc(NS(=O)(=O)c3ccc(Cl)cc3)cc2[nH]1	-12	52	1	-6	103	32	-2	-3.2	-3.4
Cc1ccc2[nH]cc(C(=O)CN3CCOCC3)c2c1	2	4	-11	3	98	3	6	-1.1	-3.6
Cc1ccc(C(=O)NCCc2ccncc2)cc1	7	0	5	-1	93	1	-1	-3.7	-1.5
CCOC(=O)c1nn(-c2ccc(Cl)cc2)c2nc(-c3ccc(C)cc3)c(C#N)c(=O)n12	-2	28	20	-5	97	13	-1	-3.7	-2.9
CCOc1c(Br)cc(CNC2CCCCCCC2)cc1OC	1	51	-10	33	103	-12	6	-2.4	-3.5
CC(=O)c1ccc(N2CCN(C(=O)c3nn(Cc4ccccc4)c(=O)c4ccccc34)CC2)cc1	5	-7	8	-37	102	-3	1	-2.0	-0.6
O=C(Cn1nnc(-c2ccc([N+](=O)[O-])cc2)n1)NNC(=O)c1ccccc1	-6	28	8	0	100	-3	-1	-0.3	-2.5
O=C(O)c1cc2n(n1)CCN(Cc1ccccc1Cl)C2=O	5	32	2	2	99	-7	2	-0.9	2.7
COc1cc(NC(=O)c2cc3c(Cl)nc4ccccc4c3s2)cc(OC)c1OC	-12	-12	24	-3	100	16	-12	-2.1	-2.3
CCOC(=O)N1CCN(S(=O)(=O)c2cc(Cl)c(OC)cc2Cl)CC1	10	12	-19	-9	106	-4	-3	-0.9	0.0
Cc1cccc(C(=O)C2CCOC(C)(C)C2)c1 (stereo unspecified)	-6	41	11	-2	103	0	1	-2.3	1.0
O=C(Nc1nnc(C2CCCCC2)s1)c1ccc(Br)s1	-2	-4	-1	-1	101	6	5	-2.3	1.2
CCCCCCCCCCCC(=O)NC(C(=O)OCC)C(O)c1cccc([N+](=O)[O-])c1 (stereo unspecified)	2	15	-9	-6	104	5	5	-1.8	-0.4
O=C(NCCOc1ccccc1Cl)C(=O)NCCOc1ccccc1Cl	-13	34	3	-2	103	5	6	-2.4	-1.3
COc1cc(N2C(=O)NC3CC2(C)Oc2ccccc23)cc(OC)c1OC (stereo unspecified)	5	12	11	-24	109	3	3	-2.5	-1.1
O=C(N1CCOCC1)n1nnc2ccccc21	-17	9	14	-4	.	-2	5	-2.8	-1.0

Some of the compounds tested; the hit share may differ from the screen's.
